# Screening data as filed in PubChem BioAssay.
# Rtt109 HAT inh – inhibitors of C. albicans Rtt109/Vps75 HAT, primary screen, biochemical, ThioGlo CoA-SH fluorescence, plate reader; Histone acetyltransferase RTT109 (Candida albicans (strain SC5314 / ATCC MYA-2876)), …; purified Rtt109/Vps75, 4 h; inhibition, % at 34.9 µM; 330,000 tested, 0.16% active; AID 540336, 2011;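 active = inhibition of at least 50% in every replicate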
# Target sequence (Q5AAJ8 whole entry, looked up): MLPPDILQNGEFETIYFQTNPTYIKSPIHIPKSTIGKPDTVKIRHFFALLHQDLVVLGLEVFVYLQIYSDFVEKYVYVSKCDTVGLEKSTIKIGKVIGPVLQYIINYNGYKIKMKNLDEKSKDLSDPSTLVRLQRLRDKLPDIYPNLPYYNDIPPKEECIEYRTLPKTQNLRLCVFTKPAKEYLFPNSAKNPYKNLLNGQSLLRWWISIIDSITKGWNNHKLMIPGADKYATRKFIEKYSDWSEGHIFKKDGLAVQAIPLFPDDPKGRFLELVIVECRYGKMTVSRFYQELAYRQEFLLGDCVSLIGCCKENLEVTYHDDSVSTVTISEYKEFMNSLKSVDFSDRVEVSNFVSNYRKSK
# PvdQ inh – P. aeruginosa PvdQ acylase inhibitors, primary screen, biochemical, fluorescence, plate reader and imaging, single point. 340,000 tested, 0.063% active. purified PvdQ acylase. inhibition, % at 10 µM; in the data active = inhibition above about 30%, passing the limit was not always enough;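 note: 0% = vehicle neutral wells and 100% = reference inhibitor wells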
# HTR5A ag – HTR5A agonists in luminescence cell assay, primary screen, counter-screen for OPRM1-OPRD1 heterodimer agonist project, full-deck HTS; activation, % at 9.3 µM; AID 504692, 2011; 5-hydroxytryptamine receptor 5A (Homo sapiens), P47898; 340,000 tested, 0.61% active; cell-based; in the data active = activation mostly above about 9.5%, no sharp cut-off; inactive = mostly below about 7.6%;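 note: 0% = cells with vehicle only and 100% = reference agonist; strong numbers were not always called active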
# SR-BI DiI-HDL act – activators of SR-BI mediated DiI-HDL uptake, primary screen, ldlA[mSR-BI] CHO cells, DiI fluorescence; AID 504775, 2011; 320,000 tested, 0.096% active; 3 h; 100 = double the neutral-control signal; activation, % at 12.5 µM;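 active = mean replicate activation of at least 60% and every replicate at or above 60%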;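 note: 0% = median plate neutral-control signal and 100% = twice that signal; values of inactives mirror those of a sister screen read the other way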
#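 Assay system: CHO ldlA[mSR-BI] cells, LDL receptor-null, SR-BI overexpressing; medium: Ham's F12 with 0.5% BSA, HEPES 25 mM, pH 7.4; also added: DiI-HDL 10 µg/mL; timing: 3 h uptake period with compound, 37 °C; signal: DiI fluorescence, bottom read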
# dFosB act – activators of delta FosB homodimer, primary screen, biochemical, fluorescence polarization, TAMRA-CDK5 oligo, single point; purified delta FosB; percent of positive-control signal above neutral wells; activation, % at 25 µM; 340,000 tested, 0.99% active; AID 493131, 2011;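 active = mean activation above about 17%, with every replicate also reaching it, limit read from the data, passing the limit was not always enough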;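 note: fluorescence polarization rise as delta FosB binds a TAMRA Cdk5 AP-1 oligo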
# Wnt bcat act – Wnt/beta-catenin pathway activators, primary screen, cell-based, plate reader, single point; activation, % at 9.35 µM; AID 743398, 2014; Wnt/beta-catenin reporter cell assay, activator; 300,000 tested, 1.2% active; in the data active = activation above about 30%, passing the limit was not always enough;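 note: 0% = neutral control wells and 100% = positive control wells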
# RTF Ca sens act – cardiac RTF calcium sensitivity activators, primary screen, biochemical, IANBD-TnC fluorescence, EC20 calcium | IANBD-labeled TnC RTF fluorescence at EC20 calcium; 0% EC20 calcium, 100% full calcium | Troponin I, cardiac muscle (Homo sapiens) + Troponin T, cardiac muscle (Homo sapiens) + … | activation, % at 7.2 µM | AID 493008, 2010 | 340,000 tested, 0.24% active;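 active = activation above the mean over all tested compounds plus 3 SD, cut at about 30% in these data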;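 note: rise in fluorescence read as greater calcium sensitivity of cardiac thin filaments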
# MITF TRPM1 HTS – activators of MITF-driven TRPM1 promoter reporter, primary screen, cell-based, SK-MEL-5, luciferase, single point; 300,000 tested, 0.75% active; activation, % at 12.5 µM; AID 588334, 2011; SK-MEL-5 TRPM1-promoter luciferase, 24 h; % of positive control, neutral wells = 0;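 active = mean activation of at least 80% with every replicate also reaching 80%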;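 note: 0% = neutral control wells and 100% = parthenolide positive control wells; values of inactives mirror those of a sister screen read the other way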
# CDK5 p35 inh – inhibitors of human CDK5/p35 kinase, primary screen, biochemical, single concentration. Cyclin-dependent kinase 5 (Homo sapiens) + Cyclin-dependent kinase 5 activator 1 (Homo …. Recombinant CDK5/p35, ADP-Glo luminescence, 60 min. inhibition, % at 10 µM. 330,000 tested, 0.01% active. AID 488839, 2010;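 active = highest replicate inhibition of at least 50% and at least 75% of replicates reaching 50%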;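 note: plate controls were DMSO neutral control for no effect and GW8510 at 10 µM for full effect; many of its hits are not listed in these tables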
# SR-BI DiI inh – inhibitors of SR-BI mediated HDL lipid uptake, primary screen, ldlA[mSR-BI] cells, fluorescence, single point; Scavenger receptor class B member 1 (Mus musculus), Q61009; ldlA[mSR-BI] CHO cells, DiI-HDL uptake fluorescence, 3 h; inhibition, % at 12.5 µM; 320,000 tested, 0.96% active; AID 488896, 2010;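 active = mean replicate inhibition of at least 70% and a set share of replicates each scoring 70 or more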;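 note: 0% = median of neutral control wells and 100% = median of positive control wells; values of inactives mirror those of a sister screen read the other way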
# Target sequence (Q61009 whole entry, looked up): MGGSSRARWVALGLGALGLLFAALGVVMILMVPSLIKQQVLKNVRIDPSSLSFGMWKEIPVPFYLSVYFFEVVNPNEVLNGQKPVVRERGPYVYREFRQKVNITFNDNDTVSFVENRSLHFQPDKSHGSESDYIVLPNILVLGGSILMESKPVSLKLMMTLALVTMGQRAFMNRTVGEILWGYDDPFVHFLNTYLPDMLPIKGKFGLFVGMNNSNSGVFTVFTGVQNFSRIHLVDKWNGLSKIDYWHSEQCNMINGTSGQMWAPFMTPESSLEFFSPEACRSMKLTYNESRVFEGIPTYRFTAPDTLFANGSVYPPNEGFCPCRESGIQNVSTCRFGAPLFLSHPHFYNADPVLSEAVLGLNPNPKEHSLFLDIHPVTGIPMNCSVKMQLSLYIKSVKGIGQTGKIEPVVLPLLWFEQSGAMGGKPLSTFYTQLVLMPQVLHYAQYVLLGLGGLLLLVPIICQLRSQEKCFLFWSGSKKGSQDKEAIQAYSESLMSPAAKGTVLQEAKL
# Active calls of the source: *; . = no result given.
SMILES,Rtt109 HAT inh,PvdQ inh,HTR5A ag,SR-BI DiI-HDL act,dFosB act,Wnt bcat act,RTF Ca sens act,MITF TRPM1 HTS,CDK5 p35 inh,SR-BI DiI inh
CCOC(=O)c1c(NCc2ccc3c(c2)OCO3)c2ccccc2[nH]c1=O,.,-5,-2,-19,-19,.,4,-6,-0.8,19
COC(=O)C(C)Oc1cc(OC(C)C(=O)OC)c2c(C)c(Cl)c(=O)oc2c1 (configuration not stated),-11,-12,-4,-49,-21,-2,-5,-1,-0.9,49
COc1ccc(NS(=O)(=O)c2cc(NC(=O)COc3ccccc3F)ccc2OC)cc1,0,7,0,-1,-10,-4,-2,-4,-2.2,1
CCNC(=S)NNc1nncc2ccccc12,-4,-4,16*,10,3,0,-4,5,1.1,-10
CCc1nnc(NC(=O)CSc2nnc(-c3ccoc3C)n2CC(C)C)s1,9,-11,5,-14,-7,.,2,.,-0.3,14
O=C(CSc1nc2ccccc2n1CC(=O)N1CCCC1)Nc1ccc2c(c1)OCO2,15,-12,.,1,-7,.,-9,-8,-0.3,-1
O=C(NCCO)/C(=C\c1ccc2c(c1)OCO2)NC(=O)c1ccc(Br)cc1,0,6,1,19,7,-2,11,5,-1.9,-19
CN(C)c1ccc(/C=N/NC(=O)c2ccco2)cc1,6,-17,-1,-9,8,42*,-1,44,3.9,9
CN1CCCC1c1cccnc1 (configuration not stated),-11,0,9,5,-7,0,1,.,-1.2,-5
Cc1ccc(-n2ncc3c(NNC(=O)c4ccco4)ncnc32)cc1Cl,-7,-16,1,-9,-4,1,3,43,-5.4,9
COc1ccc(C(CNC(=O)c2cc(C)on2)N(C)C)cc1 (configuration not stated),8,14,-3,.,-5,-5,0,-1,-0.1,.
Cn1c(COc2ccccc2)nnc1SCC(=O)Nc1ccc2c(c1)OCO2,-3,-14,0,-12,-8,.,-3,-2,2.8,12
Cc1c(C)c2ccc(OCC(=O)c3ccccc3)cc2oc1=O,13,-3,3,-10,-5,26,2,94*,-2.4,10
COc1cccc(NC(=O)c2cc(Cl)nnc2Cl)c1,.,-3,0,-3,-4,2,-3,-3,-4.0,3
CC(=O)c1ccc(OCC(=O)c2cc(C)n(-c3ccc4c(c3)OCO4)c2C)cc1,-5,-9,11,2,9,-1,-2,-7,0.8,-2
O=C(NC1CCCCCC1)c1nnc(Cc2ccc(Cl)cc2)o1,-3,-14,9,13,-3,-4,-1,.,-3.2,-12
O=C(OCC(=O)N1CCN(C(=O)COC(=O)c2ccncc2)CC1)c1ccncc1,19,1,6,9,-5,1,-3,5,0.1,-9
O=C(c1ccc(F)cc1)C1CCN(Cc2cn[nH]c2-c2ccc(F)cc2)CC1,1,-22,3,-6,-4,3,10,-12,-1.8,6
COc1cccc(C2CC(c3ccccc3Cl)Nc3nc(N)nn32)c1 (configuration not stated),24,10,-2,23,-9,.,3,.,-1.0,-23
CCn1c(=O)cc(OCC(=O)NC2CC2)c2ccccc21,16,-8,1,11,-9,-1,6,3,-2.9,-11
CC(C)[C@@H]1CN=C(N)N1C[C@@H]1CCCN1C[C@H](C)N1C[C@@H](Cc2ccccc2)N(CCc2ccc(Cl)c(Cl)c2)C1=N,-8,-5,0,-2,20*,.,0,0,3.3,2
CN(CC(=O)Nc1c(Cl)cccc1Cl)C(=O)c1cccn1C,2,-8,3,23,-1,-2,-4,7,-0.2,-23
Cc1ccc(NS(=O)(=O)c2cc(C(=O)NCc3ccncc3)ccc2C)cc1,13,-19,0,-13,-6,-3,10,-9,-4.3,13
OCC[C@@H]1C[C@H](O)[C@@H](O)[C@@]2(CCCO2)O1,4,9,3,6,-7,-5,-8,7,1.0,-6
CCOCCCNC(=O)c1ccccc1SC,-16,-19,-2,4,1,.,-1,2,0.0,-4
O=C(NCCCc1ccccc1)c1cccc(NC(=O)C2CCC2)c1,-1,-10,3,-9,-12,-1,-1,2,1.0,9
CCCn1cc(CN2CCN(Cc3ccc(C)o3)C(CCO)C2)c(C)n1 (configuration not stated),-15,11,-2,15,3,0,2,-20,0.6,-15
CC(C)(C)OC(=O)N[C@H](C(=O)OC(C)(C)C)c1ccc2c(c1)OCO2,1,4,9,-37,4,-1,-5,4,1.1,37
CC(=O)c1ccc(S(=O)(=O)N2CCN(CCOc3ccccc3)CC2)cc1,6,-12,-5,13,-9,-3,-4,.,-0.5,-13
COC(=O)c1sccc1NC(=S)N1CCCCC1,9,-18,-1,.,3,-3,-2,3,1.2,25
CC1=C(C(=O)Nc2ccccc2)C(c2cccs2)NC(=O)N1 (configuration not stated),11,-10,3,-18,6,1,-3,1,-3.2,18
CCN1C[C@@H]2[C@@H]3C(=O)N(C)C(=O)[C@@H]3[C@](C)(C1=O)N2C(=O)c1ccccc1,8,-8,-3,-28,-6,1,1,5,-0.4,28
COC(=O)c1ccccc1NC(=O)N1c2ccccc2CC1C (configuration not stated),3,-3,-4,-48,-6,1,-3,-7,-1.6,48
CCc1ccc(Nc2ccc(C(N)=O)cc2[N+](=O)[O-])cc1,-12,-3,2,-8,-2,-2,-6,3,-2.3,8
Fc1cccc(CSc2ccc3nnc(-c4ccccn4)n3n2)c1,20,7,2,-4,-14,-1,4,-7,-1.6,4
Cc1ccc(CC(=O)N2CCN(C(=O)C3CCCO3)CC2)cc1 (configuration not stated),-1,5,-9,0,2,-1,-2,1,-0.1,0
COc1ccc(C2=Cc3ccc(OC(C)=O)cc3OC2)cc1,-9,-16,4,-27,-2,14,0,103*,-0.8,27
O=C(COC(=O)c1cc(Cl)cc(Cl)c1)NCc1ccco1,1,-4,4,7,-5,-3,-5,5,-0.8,-7
O=C(Nc1ccccc1C(=O)NCc1ccco1)c1ccco1,1,8,-4,-2,-11,-1,-4,-8,0.0,2
CCCCOc1ccc(C2OC34CCCCC3C(C#N)(C#N)C2(C#N)C(=N)O4)cc1 (configuration not stated),-399,-21,10,-6,-28,-5,23,-3,2.5,6
COc1ccc(-n2c(Cc3cccn3C)nnc2SCC(=O)Nc2cccc(NC(C)=O)c2)cc1,0,8,4,-9,0,.,-1,-7,0.0,9
CCN(CC)CCNC(=O)c1cc2c(=O)n(C)c3ccccc3c2n1C,8,-6,1,-7,-26,3,-3,.,-0.5,7
CCOc1ccc(C(CC(=O)O)NC(=O)CCCOc2ccc(Cl)cc2C)cc1 (configuration not stated),3,3,4,21,-2,-2,5,5,1.0,-21
CCSCCOC(=O)C1=C(C)NC2=C(C(=O)CCC2)C1c1coc2ccccc2c1=O (configuration not stated),-1,2,1,19,-7,.,1,-15,-0.9,-19
Cc1ccc(NC(=O)c2cccnc2)cc1C,0,-12,-2,27,4,5,4,.,-0.4,-27
Cc1cc(C)nc(SCC(=O)Nc2ncc(C(F)(F)F)cc2Cl)n1,-8,5,0,-32,12,-2,0,-12,0.9,32
Cn1c(SCC(=O)OCc2ccccc2)nnc1-c1ccco1,-2,-11,3,1,1,-3,2,8,0.1,-1
O=C(NC1CCCC1)C1c2ccccc2C(=O)N1C1CCCCC1 (configuration not stated),-19,-13,0,12,-4,.,-3,-3,-1.7,-12
CCN1CCc2c(sc(NC(=O)c3cc4ccccc4cc3OC)c2C(N)=O)C1,-6,4,-1,-8,-21,-3,1,-35,1.3,8
CCCCNC(=O)CCCCCNS(=O)(=O)c1ccc(Br)cc1,-14,-6,-2,-7,-2,-1,-3,-7,1.2,7
Cc1sc2c(c1C)c(=O)n(-c1ccc(Cl)cc1)c(=O)n2Cc1cc(=O)n2ccccc2n1,-2,-11,3,-5,1,-8,3,5,-2.9,5
CCC(C)NC(=O)Cn1nc(C(F)(F)F)c2c1CCC2 (configuration not stated),-9,-11,3,-4,4,0,14,17,-1.1,4
NC(=O)c1ccc(NC(=O)CNc2cc(S(=O)(=O)N3CCOCC3)ccc2N2CCCC2)cc1,-1,9,1,17,-4,-2,-4,8,0.9,-17
COc1ccc(N2CCN(c3ccc(NC(=O)NN)cc3)CC2)cc1,14,-3,3,-23,1,0,-2,-18,-0.1,23
c1ccc(NC2=NCCN2CCC2CCCC2)cc1,-13,-10,1,-9,3,-4,3,10,-0.9,9
COc1ccc(OC)c(NP2(=O)OCC(C)([N+](=O)[O-])CO2)c1 (configuration not stated),-6,-13,-1,6,-5,-2,0,18,0.4,-6
CC(C)C(C(=O)NCc1ccccc1)N(CC1CCCO1)C(=O)CNS(=O)(=O)c1ccccc1 (configuration not stated),-10,-11,9,.,-9,-3,2,-1,-1.4,.
CC(C)NC(=O)CC1(C(=O)NCc2ccc(Cl)cc2)CCCC1,-6,-19,2,-11,8,2,-1,.,1.8,11
Cc1ccccc1OCCNC(=O)c1ccccc1Sc1ccccc1C#N,-1,2,-2,-24,-7,.,-3,-2,0.5,24
O=C(CSc1nnc(SCC(=O)c2ccco2)s1)c1ccco1,-2,-14,1,14,-9,0,0,-1,1.1,-14

# Remaining list, next part.
SMILES,Rtt109 HAT inh,PvdQ inh,HTR5A ag,SR-BI DiI-HDL act,dFosB act,Wnt bcat act,RTF Ca sens act,MITF TRPM1 HTS,CDK5 p35 inh,SR-BI DiI inh
Cc1c(C(N)=O)sc2ncn(CC(=O)N3CCC(C)CC3)c(=O)c12,-19,-8,0,45,1,-13,3,8,-0.5,-45
COC(=O)c1ccccc1NC(=O)C1COc2ccccc2O1 (configuration not stated),.,6,4,-29,-10,.,-2,45,0.2,29
COc1ccc(-c2c[nH]c(=O)[nH]c2=O)cc1OC,-1,-2,-1,6,-9,-2,1,-2,-1.1,-6
Cc1nnc(SC(C)C(=O)NC2CCCCC2C)s1 (configuration not stated),9,-1,-3,12,-2,1,-6,0,2.8,-12
